Screening results (PubChem BioAssay)
ST2 inh = inhibitors of human ST2 (IL1RL1) binding to IL-33, primary screen, biochemical, AlphaLISA; 78,000 compounds, 2.3% hits; Interleukin-1 receptor-like 1 (Homo sapiens), Q01638; inhibition, % for hits at 17 µM; AlphaLISA ST2-Fc/biotin-IL-33 interaction, 1 h; in the data active = inhibition above about 30%; inconclusive = mostly about 10% to 28%
Target sequence (Q01638 whole entry, looked up): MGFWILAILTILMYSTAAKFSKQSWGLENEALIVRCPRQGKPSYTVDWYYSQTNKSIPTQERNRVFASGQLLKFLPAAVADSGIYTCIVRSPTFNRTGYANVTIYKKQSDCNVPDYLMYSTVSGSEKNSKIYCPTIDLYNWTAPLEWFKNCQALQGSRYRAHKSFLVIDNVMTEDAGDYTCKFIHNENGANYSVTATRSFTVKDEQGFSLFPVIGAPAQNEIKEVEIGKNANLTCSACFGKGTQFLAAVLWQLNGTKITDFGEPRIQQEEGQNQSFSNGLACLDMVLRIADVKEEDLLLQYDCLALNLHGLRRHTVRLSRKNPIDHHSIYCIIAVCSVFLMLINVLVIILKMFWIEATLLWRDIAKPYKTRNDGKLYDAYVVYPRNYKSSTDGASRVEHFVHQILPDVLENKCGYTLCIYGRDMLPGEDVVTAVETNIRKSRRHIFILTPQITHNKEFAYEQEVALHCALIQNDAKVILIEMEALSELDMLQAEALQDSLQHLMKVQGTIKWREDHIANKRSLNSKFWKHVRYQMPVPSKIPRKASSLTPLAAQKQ
* = called active by the depositor; i = inactive; ? = inconclusive. A portion of the library; rates above refer to the full screens.

SMILES	ST2 inh
Cc1cc(C)c(C)c(OCC(=O)Nc2ccccc2C(N)=O)c1	i
CC(=O)c1cccc(NC(=O)NC2CCCN(C3CCCCCC3)C2)c1 (stereo not given)	?
COCCNC(=O)CSc1nc(-c2ccc(SC)cc2)[nH]c1-c1ccc(F)cc1	i
CC1=C(C(=O)Nc2cccnc2)C(c2ccncc2)n2nc(SCc3ccccc3F)nc2N1 (stereo not given)	i
O=C(Nc1cc(Cl)ccc1O)c1cc(-c2cccs2)on1	?
COc1ccc(CCN2CCC(CN(C)C(=O)c3cccc(C)c3)CC2)cc1	i
O=c1[nH]c2ccccc2nc1Cc1ccc(Cl)cc1Cl	?
CCOC(=O)C1(Cc2ccc(F)cc2)CCCN(C(=O)c2ccc3c(c2)OCO3)C1 (stereo not given)	i
O=c1cc(CN2CCc3[nH]nc(-c4ccc(Cl)cc4)c3C2)nc(C2CC2)[nH]1	i
Cc1ccc(NC(=O)/C=C/c2ccc3c(c2)OCO3)c(Br)c1	?

Reformatted: 3 of the compounds above
> CC1=C(C(=O)Nc2cccnc2)C(c2ccncc2)n2nc(SCc3ccccc3F)nc2N1 (stereo not given)
  ST2 inh: i

> O=C(Nc1cc(Cl)ccc1O)c1cc(-c2cccs2)on1
  ST2 inh: ?

> COc1ccc(CCN2CCC(CN(C)C(=O)c3cccc(C)c3)CC2)cc1
  ST2 inh: i

Remaining list, next part
SMILES	ST2 inh
O=C1OC(c2ccccc2)OC(=O)C1=Cc1ccc(-c2cccc(C(=O)O)c2)o1 (stereo not given)	i
CC[C@H]1CN(S(=O)(=O)c2ccc(OC)cc2)CC[C@H]1CC(=O)N(CC)C(=O)NCCCN(C)C	i
CCCCC(=O)NCc1nc2cccnc2n1Cc1ccc(OC)cc1	?
COc1ccc(NS(=O)(=O)c2ccc(Br)s2)c(OC)c1	i
CCC(=O)c1cc2c(cc1NC(=O)C(C)C)OCCO2	i
Cc1cc(C)n(C(=O)c2c(-c3ccccc3)noc2C)n1	i
CCOc1ccc(NC2SC(=O)N(Cc3cccc(C(=O)OC)c3)C2=O)cc1 (stereo not given)	i
CCCOc1ccc(Oc2nc(NCC)nc(N(C)C)n2)nn1	?
Cc1cc(C=O)c(C)n1-c1ccc(Br)cc1F	?
CCN(CC)S(=O)(=O)c1cc(C(=O)NC2CCCCC2)ccc1C	?
COc1ccc(N(C)C(C)=O)cc1	i
COc1ccccc1-c1cc2n(C)c(C)c(CCC(=O)Nc3ccccc3F)c(=O)n2n1	i
COc1ccccc1CC(=O)NCCCc1ccccc1	i
O=c1[nH]c2ccc(S(=O)(=O)N3CCc4ccccc43)cc2[nH]c1=O	?
COC(=O)C1=C(C)NC(C)=C(C(=O)OC(C)(C)CN(C)CCC(c2ccccc2)c2ccccc2)C1c1cccc([N+](=O)[O-])c1 (stereo not given)	?
NC(=O)C1C(c2ccccc2)=C1c1ccccc1	i
CNCC(=O)N1CCCC1c1nc(-c2cccnc2)no1 (stereo not given)	?
CCOC(=O)c1c(NC(=O)c2ccc(Cl)c(Cl)c2)sc(C(C)=O)c1C	?
CCOC(=O)C1CCN(C(C)C(=O)N2CCCc3c2c(=O)oc2ccc(O)cc32)CC1 (stereo not given)	i
Cc1cc(NC(=O)c2ccc(Br)o2)no1	i
Cn1c(CN2CCCC(CO)(Cc3ccccc3)C2)nc2ccccc21 (stereo not given)	?
CCOC(=O)C1C(=O)C=C(c2ccco2)CC1c1ccc(F)cc1 (stereo not given)	?
Cc1ccc(NC(=O)c2cc3ccccc3o2)c(Br)c1	i
Cc1ccc(CSC2=NCCN2C(=O)Cc2cccs2)cc1	i
CC(NC(=O)C1CC1(C)C)c1ccccc1 (stereo not given)	i
CCOc1ccc(-c2nc(C(N)=O)c3c(n2)n(-c2ccc(C)c(C)c2)c(=O)n3CC)cc1	i
O=C(Nc1ccc(-c2ccco2)cc1)C1CCCN(Cc2cccc3c2OCO3)C1 (stereo not given)	i
Cc1ccc2nc(Cl)c(CC3CC(c4ccccc4)=NN3C(=O)CCCC(=O)O)cc2c1 (stereo not given)	?
Cn1nc(-c2ccc(Cl)cc2)c2cc(C(=O)N3CCCCC3)sc21	i
COc1ccc(NC(=O)c2cn(C)c(=O)c3c2c2ccccc2n3C)c(OC)c1	i
COc1ccc(C(=O)Nc2sc3c(c2-c2nc4ccccc4s2)CCN(C)C3)c(OC)c1	i
Cc1ccc(CN2CCC(CN(C)Cc3c(C)nc4sccn34)CC2)o1	i
O=C(Nc1ccc([N+](=O)[O-])cc1NC(=O)C1CCCCC1)C1CCCCC1	?
Cc1ccc(NC(=O)CCCn2nc([N+](=O)[O-])c(Br)c2C)cc1	i
CN(C)c1ccc(C2C(=C(O)c3ccc(Cl)cc3)C(=O)C(=O)N2CCO)cc1 (stereo not given)	i
COc1ccc(-n2ncc3c(Nc4c(C)n(C)n(-c5ccccc5)c4=O)ncnc32)cc1	?
O=C(O/N=C1\C=CC(=O)C2C3C=CC(C3)C12)c1ccccc1 (stereo not given)	?
CCOc1ccc(NC(=O)CC2Sc3ccc(C(F)(F)F)cc3NC2=O)c([N+](=O)[O-])c1 (stereo not given)	i
Cc1ccccc1Nc1c(-c2ccccn2)nc2cccc(C)n12	i
C#CCNC(=O)CC[C@H]1CNC(=O)[C@@H]2[C@@H](CCN2CC(C)(C)C)N1C	i

Pulled one by one from the list above (2):
SMILES	ST2 inh
Cc1ccc(NC(=O)CCCn2nc([N+](=O)[O-])c(Br)c2C)cc1	i
COc1ccc(C(=O)Nc2sc3c(c2-c2nc4ccccc4s2)CCN(C)C3)c(OC)c1	i

Of the compounds above, seven contain a Cl atom:
SMILES	ST2 inh
O=C(Nc1cc(Cl)ccc1O)c1cc(-c2cccs2)on1	?
O=c1[nH]c2ccccc2nc1Cc1ccc(Cl)cc1Cl	?
O=c1cc(CN2CCc3[nH]nc(-c4ccc(Cl)cc4)c3C2)nc(C2CC2)[nH]1	i
CCOC(=O)c1c(NC(=O)c2ccc(Cl)c(Cl)c2)sc(C(C)=O)c1C	?
Cc1ccc2nc(Cl)c(CC3CC(c4ccccc4)=NN3C(=O)CCCC(=O)O)cc2c1 (stereo not given)	?
Cn1nc(-c2ccc(Cl)cc2)c2cc(C(=O)N3CCCCC3)sc21	i
CN(C)c1ccc(C2C(=C(O)c3ccc(Cl)cc3)C(=O)C(=O)N2CCO)cc1 (stereo not given)	i

The results go on:
SMILES	ST2 inh
Cc1cc(C)n(S(=O)(=O)c2cc(Br)ccc2Br)n1	i
Cn1c(=O)[nH]c(=O)c2c1nc(CN1CCN(c3ccc(F)cc3)CC1)n2CCCc1ccccc1	i
COc1ccccc1NC(=O)C1=C(C)Nc2nc3ccccc3n2C1c1ccncc1 (stereo not given)	i
COC(=O)C1=C(NC(=O)c2ccc(C)c(C)c2)CCS1	?
CCCCC1C=CCN1C(=O)c1cc(S(N)(=O)=O)ccc1F (stereo not given)	?
Fc1ccc(-c2csc(-c3cccnc3)n2)cc1	?
CCC(Nc1cccc(OC)c1)C(=O)NCC1CCOCC1 (stereo not given)	i
COc1cccc(C(=O)NCC2CCCN(CC#Cc3ccccc3)C2)c1OC (stereo not given)	i
c1ccc(OCCCN2CCOCC2)cc1	i
CC(C)CN(CC(C)C)C(=O)Nc1ccccc1C(F)(F)F	i
COc1ccc(CC(=O)Nc2cccc(F)c2)cc1	i
Cc1ccc(C2C3=C(CCCC3=O)Nc3nc(SCc4ccccc4)[nH]c(=O)c32)cc1 (stereo not given)	i
Cc1cc2ccccc2n1CCNC(=O)C(C)Oc1ccccc1 (stereo not given)	?
Cc1nc2c(c(N3CCC(C(O)CCc4ccccc4)CC3)n1)CNC2 (stereo not given)	i
CCC(C)Nc1nc(NC(C)C)nc(Oc2ccc(C(=O)OC)cc2)n1 (stereo not given)	i
CN(Cc1cccnc1)C(=O)CC(c1ccccc1)c1ccc(Cl)cc1 (stereo not given)	i
CCOC(=O)N1CCN(Cc2cccc(Cl)c2Cl)CC1	i
COc1cccc(-c2cc(C(F)(F)F)nc(-n3ccnc3C)n2)c1	i
N#CC1(C#N)C2CCCCC23OC(=N)C1(C#N)C(c1ccc(F)cc1)O3 (stereo not given)	?
CC(=O)c1ccc(N2C(=O)c3ccc(F)cc3C2=O)cc1	i
COc1ccc(C2CC(=O)C3=C(C2)OC(N)=C(C#N)C3c2ccc(Cl)cc2)cc1OC (stereo not given)	i
CC1CCN(c2nc3c(c(=O)[nH]c(=O)n3C)n2CCSc2nc3ccccc3o2)CC1	i
N[C@@H](CS(=O)O)C(=O)O	?
C=CCc1ccccc1OCC(O)CN1CCC(C)CC1 (stereo not given)	i
CCn1cc(C(=O)NCCC(C)C)c(=O)c2cc(S(=O)(=O)N3CCCCC3)ccc21	i
Cn1c(=O)c2c(nc(Br)n2Cc2ccc(F)cc2)n(C)c1=O	i
O=C(CCCc1ccccc1)Nc1ccc([N+](=O)[O-])cc1	?
CN(Cc1ccc2nsnc2c1)C(=O)C1CCC(=O)N(CCc2ccccc2)C1 (stereo not given)	i
COc1ccc(OC)c(NC(=O)c2cnn3ccccc23)c1	i
COc1ccc(CNc2nc(-c3ccccc3OC)cc(C(F)(F)F)n2)cc1	i

In the list so far, four contain two or more sulfur atoms.
SMILES	ST2 inh
COCCNC(=O)CSc1nc(-c2ccc(SC)cc2)[nH]c1-c1ccc(F)cc1	i
COc1ccc(NS(=O)(=O)c2ccc(Br)s2)c(OC)c1	i
Cc1ccc(CSC2=NCCN2C(=O)Cc2cccs2)cc1	i
COc1ccc(C(=O)Nc2sc3c(c2-c2nc4ccccc4s2)CCN(C)C3)c(OC)c1	i

Next structures.
SMILES	ST2 inh
CN1CCN(Cc2c(O)ccc3c(-c4ccccc4)cc(=O)oc23)CC1	i
CCOc1cc(/C=C(\C#N)c2nc(-c3ccc(OC)c(OC)c3)cs2)ccc1O	i
O=C(O)CCCC[C@H]1SC[C@H]2NC(=O)N[C@H]21	96%*
COc1ccc(OC)c(NC(=O)CN(C)S(=O)(=O)c2ccc(Cl)cc2)c1	i
CCCSc1nc(C)cc(COC)c1C#N	i
O=C1C=C(Nc2ccc(O)cc2)C(=O)c2ccccc21	42%*
COC(CN=CC1=C(O)CC(C)(C)CC1=O)OC	?
CCc1ccc(NC(=O)CN2CCN(Cc3cc(C)ccc3C)S2(=O)=O)cc1	i
CCN1C(=O)N(Cc2cccc3ccccc23)C(=O)C12CCN(Cc1ccc(SC)cc1)CC2	?
CCn1nc(CNC(=O)C2CC3(CCNCC3)CN2)c2ccccc21 (stereo not given)	i
CC(C)NC(=O)c1ccc(C2CCCN2C(=O)/C=C/c2cnn(C)c2)s1 (stereo not given)	?
CCC(C)NC(=O)CSc1cc(=O)n(C)c2cc(Cl)ccc12 (stereo not given)	i
CC1=C(C(=O)Nc2ccc(C)cn2)C(c2ccc(Cl)cc2Cl)C2=C(CC(C)(C)CC2=O)N1 (stereo not given)	i
CCc1nccn1CCCN1CC(C(=O)O)CC1=O (stereo not given)	i
O=C(O)c1ccc(NC(=O)c2ccc([N+](=O)[O-])cc2)cc1	i
Cc1ccc2nc(-c3ccccn3)c(Nc3ccccc3)n2c1	?
CNc1ccc(-c2noc([C@@H]3CCCN3Cc3ccc(Cl)cc3)n2)cn1	i
O=C1c2ccc([N+](=O)[O-])cc2C(=O)N1CNc1ccc2c(c1)oc1ccccc12	i
C=CCOC(=O)C1=C(C)N=C2SCCC(=O)N2C1c1ccc(OCC)c(OCC)c1 (stereo not given)	i
Cn1c(=O)[nH]c(=O)c2c1nc(SCc1ccccc1Cl)n2CC(N)=O	i
O=C(CCS(=O)(=O)c1ccc(Br)s1)Nc1cccc2c1CCCC2	i
CN(C(=O)CSc1nnnn1Cc1ccccc1)c1ccccc1	i
C/C=C(\C)CN1CCN(c2ccc(C)cc2)CC1	?
CCn1ccnc1CN1CCCC(C(=O)Nc2ccccc2-c2ccc(OC)cc2)C1 (stereo not given)	i
CC(C)Oc1ccc(C(O)=C2C(=O)C(=O)N(c3ccccn3)C2c2cccs2)cc1 (stereo not given)	i
CCN(CC)c1ccc(C=NS(=O)(=O)c2ccc(C)cc2)cc1	i
c1ccc(CCN2CCN(Cc3ccccc3)CC2)cc1	?
CCCn1c(NC(C)c2cc(Cl)ccc2O)nc2ccccc21 (stereo not given)	i
CCOC(=O)N1CCN(C(=O)c2ccccc2NC(=O)c2ccc(F)cc2)CC1	i
COC(=O)C1=C(C)N=C2SCCC(=O)N2C1c1cccc(OC(C)=O)c1 (stereo not given)	i
Cc1ccccc1OCC1CCCN(CCC(F)(F)F)C1 (stereo not given)	i
Cc1[nH]cnc1CSCCNC(=O)[C@@]12CNC[C@@H]1CN(C)C2	i
O=C1CCc2cc(S(=O)(=O)N3CC(=O)N(CCc4ccccc4)C(=O)C3)ccc2N1	i
O=C(Nc1cccc(Cl)c1)c1cc2cc3ccc(Cl)cc3nc2o1	?
C=C(C)Cn1c(CCNC(=O)Cc2ccccc2)nc2ccccc21	i
Cc1cc(N2[C@@H]3CC[C@H]2CC(O)C3)nc(N2CCOCC2)n1 (stereo not given in full)	?
CCSc1nc(CC(=O)NCC2CCS(=O)(=O)C2)cs1 (stereo not given)	i
CCOc1cc([N+](=O)[O-])cc(/C=C2/SC(=Nc3ccccc3)NC2=O)c1O	?
CC(C)n1c(Br)nc2c1c(=O)n(C)c(=O)n2C	?
COC(=O)c1cccc(NC(=S)N[C@H]2CO[C@H]3[C@@H]2OC[C@H]3OCc2ccccc2)c1	i
Cc1ccsc1/C=C1\SC(c2ccccc2)=NC1=O	?
Cc1nc2c(C(=O)NCc3ccccc3Cl)c[nH]n2c(=O)c1Cc1ccccc1F	?
CCS(=O)(=O)NCC(c1cccnc1)N1CCN(c2ccccc2F)CC1 (stereo not given)	i
Cc1cc(C)c(NC(=O)CSc2nc3c([nH]c4ccccc43)c(=O)n2C)c(C)c1	i
O=C(CSc1c2c(nc3cc(Cl)ccc13)CCCC2)NCC1CCCO1 (stereo not given)	i
COc1cc(NC(=O)c2ccc([N+](=O)[O-])cc2)c(OC)cc1NC(C)=O	i
O=[N+]([O-])c1ccc(CN2CCC(N3CCCCC3)CC2)cc1	?
CCOc1ccc(CN2CCCC(N3CCN(c4ccc(F)cc4)CC3)C2)cc1CO (stereo not given)	i
O=c1[nH]ccc2c(O)cccc12	i
CCn1cnc2cc(NCc3ccc(OC)cc3)ccc21	?
Cc1nc2c(sc3nc4c(cc32)COC(C)(C)C4)c(=O)n1CCc1ccccc1	i
Cc1ccsc1CN(C)Cc1ccc(C(=O)Nc2cnn(C)c2)cc1	?
